# High-throughput results (PubChem BioAssay)
# eIF4E-4G inh = eIF4E–eIF4G protein interaction inhibitors, primary screen, biochemical, uHTS, TR-FRET, eIF4GI fragment; Eukaryotic translation initiation factor 4E (Mus musculus) + Eukaryotic translation …; TR-FRET eIF4E-eIF4GI(517-606) binding, 2 h; inhibition, % at 21.7 µM; 220,000 tested, 0.37% active;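 active = inhibition above about 30%, limit read from the data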;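 also: 0% = full FRET control wells and 100% = background wells lacking eIF4GI fragment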
# KLK5 inh = human KLK5 protease inhibitors, primary screen, biochemical, 1536-well. 210,000 tested, 0.59% active. inhibition, % at 5 µM. recombinant hK5, fluorogenic AMC substrate cleavage. Kallikrein-5 (Homo sapiens), Q9Y337;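 active = inhibition of 40% or more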;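 also: 0% = enzyme controls without compound and 100% = no-enzyme blanks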
# Rad51 HR inh = human RAD51 strand exchange inhibitors, primary screen, biochemical, fluorescence | inhibition, % at 10 µM | 200,000 tested, 0.085% active | DNA repair protein RAD51 homolog 1 (Homo sapiens), Q06609 | hRad51 DNA strand exchange, fluorescence dequenching;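 active = inhibition above 40% at the single screening dose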;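 also: 0% = DMSO control wells and 100% = blanks with heterologous ssDNA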
# Target sequence (Q06609 whole entry, looked up): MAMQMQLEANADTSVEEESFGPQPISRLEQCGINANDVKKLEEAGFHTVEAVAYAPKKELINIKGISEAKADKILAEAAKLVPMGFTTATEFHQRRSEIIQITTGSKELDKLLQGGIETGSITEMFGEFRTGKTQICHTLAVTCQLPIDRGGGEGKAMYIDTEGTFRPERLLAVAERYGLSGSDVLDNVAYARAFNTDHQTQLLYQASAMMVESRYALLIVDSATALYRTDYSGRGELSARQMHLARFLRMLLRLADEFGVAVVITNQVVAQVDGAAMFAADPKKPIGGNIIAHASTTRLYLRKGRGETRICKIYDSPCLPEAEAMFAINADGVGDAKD
#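 System: hRad51 filaments on single-stranded DNA; reagent: Fluorescein- and BHQ1-tagged 47-mer duplex; compound dosing: one concentration, 10 µM final; timing: filaments 15 min 37 °C, then compound 30 min; measured by: fluorescein emission 520 nm, excitation 485 nm; benchmarks: per-plate controls and blanks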
# p97 inhibitor = inhibitors of human p97 ATPase, primary screen, biochemical. inhibition, % at 8 µM. recombinant p97 ATPase, Kinase-Glo ATP luminescence, 3 h. 220,000 tested, 0.42% active; in the data active = inhibition above about 15%;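 also: 0% = DMSO vehicle and 100% = wells lacking enzyme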
# Mdm2 ligase inh = MDM2-luciferase reporter signal enhancers, primary screen, MDM2 E3 ligase inhibitor project, cell-based, luminescence, 1536-well; E3 ubiquitin-protein ligase Mdm2 (Homo sapiens), Q00987; cell-based MDM2 ubiquitination luciferase reporter, 2 h; 0 = plate control, 100 = twice control, blank-subtracted; signal enhancement, % at 5 µM; 210,000 tested, 0.11% active;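 active = signal enhancement of 30% or more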;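 also: luminescence tracks abundance of the self-degrading MDM2-luciferase fusion protein; higher signal means inhibition of MDM2 E3 ligase activity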
#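 Material: Stable MDM2–luciferase fusion reporter cells | Amount: 2000 cells seeded into each well | Dosing: One concentration, 5 µM, with 0.2% DMSO | Incubation: 4 h cell settling then 2 h compound exposure, 37 °C | Measured by: Luciferase luminescence | Read-out basis: % enhancement relative to plate controls after blank subtraction | Benchmarks: Control and blank well means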
# FXIIa inh = human FXIIa protease inhibitors, primary screen, biochemical, 1536-well; Coagulation factor XII (Homo sapiens), P00748; purified FXIIa, Boc-QGR-AMC fluorogenic substrate, 2 h; inhibition, % at 5 µM; 220,000 tested, 0.3% active; in the data active = inhibition above about 40%;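 also: 0% = enzyme with no compound and 100% = blank without enzyme; many of its hits are not listed in these tables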
# Wee1 stabilizer = Wee1 degradation inhibitors, primary screen, cell-based, HeLa, Wee1K328M-luciferase, luminescence. 220,000 tested, 1.2% active. Wee1-like protein kinase (Homo sapiens), P30291. HeLa Luc-Wee1K328M stability; 100% = proteasome inhibitor MG132 effect. reporter increase, % at 5 µM;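 active = activation above the mean of all tested compounds plus 3 SD, set per screening run, cut at about 8.8% in these data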;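 also: cells exposed to compound for 20 h before luminescence read; 0% = DMSO alone and 100% = MG132 at 30 µM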
# 14-3-3 Bad inh = inhibitors of 14-3-3 zeta/Bad binding, primary screen, biochemical, TR-FRET, bovine 14-3-3 zeta | 14-3-3 protein zeta/delta (Bos taurus), P63103 | TR-FRET 14-3-3zeta/Dy647-pBad peptide displacement, 1 h | inhibition, % at 21.7 µM | 220,000 tested, 0.71% active | AID 781, 2007;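 active = inhibition above about 70%, limit read from the data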;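 also: 0% = full 14-3-3 plus peptide FRET controls and 100% = background without 14-3-3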
# FXIa inh = human FXIa protease inhibitors, primary screen, biochemical, 1536-well. 220,000 tested, 0.14% active. inhibition, % at 5 µM. Coagulation factor XI (Homo sapiens), P03951. purified FXIa, Boc-Glu-Ala-Arg-AMC fluorogenic substrate;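 active = inhibition of at least 40%; inactive = inhibition below 40%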;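 also: fluorescence of freed AMC excited at 355 nm; 0% = enzyme without compound and 100% = no enzyme blank; many of its hits are not listed in these tables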
# Target sequence (P03951 19-387 limits assumed): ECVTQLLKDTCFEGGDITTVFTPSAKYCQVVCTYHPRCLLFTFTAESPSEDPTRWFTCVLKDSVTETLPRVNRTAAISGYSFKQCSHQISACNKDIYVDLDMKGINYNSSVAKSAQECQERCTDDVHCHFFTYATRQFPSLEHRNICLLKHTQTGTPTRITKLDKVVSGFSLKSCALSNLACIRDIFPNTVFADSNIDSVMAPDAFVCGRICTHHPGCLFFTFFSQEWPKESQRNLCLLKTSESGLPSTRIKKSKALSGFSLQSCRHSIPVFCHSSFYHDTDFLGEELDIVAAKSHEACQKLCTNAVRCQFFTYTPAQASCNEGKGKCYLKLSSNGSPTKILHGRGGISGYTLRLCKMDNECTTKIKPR
# Target sequence (P03951 388-625 limits assumed): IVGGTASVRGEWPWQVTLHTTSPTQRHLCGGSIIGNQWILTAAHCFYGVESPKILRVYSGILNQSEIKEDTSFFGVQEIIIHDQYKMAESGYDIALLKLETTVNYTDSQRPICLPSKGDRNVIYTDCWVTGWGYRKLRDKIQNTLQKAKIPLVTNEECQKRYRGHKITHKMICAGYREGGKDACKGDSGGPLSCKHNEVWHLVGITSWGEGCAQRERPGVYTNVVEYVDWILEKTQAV
# * = called active by the depositor; i = inactive; / = not tested or not shown; [ ] = remark or other dose.
# The opening 2 entries, to show the layout:
item	SMILES	eIF4E-4G inh	KLK5 inh	Rad51 HR inh	p97 inhibitor	Mdm2 ligase inh	FXIIa inh	Wee1 stabilizer	14-3-3 Bad inh	FXIa inh
1	CCOc1ccc2nc(N3C(=O)/C(=C/c4ccccc4)NC3=S)sc2c1	6	-55	-45	6	-13	11	1	12	19
2	CN1c2ccccc2N(C)C1(C)c1ccccc1	42*[fluorescence artefact?]	-12	-35	2	2	12	5	19	8

# The list itself, previewed entries included:
item	SMILES	eIF4E-4G inh	KLK5 inh	Rad51 HR inh	p97 inhibitor	Mdm2 ligase inh	FXIIa inh	Wee1 stabilizer	14-3-3 Bad inh	FXIa inh
1	CCOc1ccc2nc(N3C(=O)/C(=C/c4ccccc4)NC3=S)sc2c1	6	-55	-45	6	-13	11	1	12	19
2	CN1c2ccccc2N(C)C1(C)c1ccccc1	42*[fluorescence artefact?]	-12	-35	2	2	12	5	19	8
3	C=CCNC(=O)COC(=O)c1cccnc1Nc1ccccc1F	-1	-12	6	5	-18	3	1	5	-2
4	CC(C)(C)c1ccc(C(=O)N/N=C/c2ccc(OCCCF)cc2)cc1	4	-19	8	2	-4	-3	1	8	5
5	COc1ccc(C2/C(=C(/O)c3ccc(C)cc3)C(=O)C(=O)N2c2ccccn2)cc1OC (stereo not drawn)	-2	1	13	1	/	17	-1	0	4
6	CCN(Cc1ccccc1)C(=O)c1ccccc1C	-6[fluorescence artefact?]	-5	-3	-6	-12	8	-1	9[fluorescence artefact?]	0
7	O=C(O)C1=C[C@H](C2CC2)C[C@H](OCCCCO)O1	1	0	4	1	/	7	-1	-2	0
8	COC(=O)c1c(NC(=O)CSc2nnnn2-c2ccccc2)sc2c1CCC(C)C2 (stereo not drawn)	1	-13	8	3	-14	21	-1	-3	20
9	O=c1c2cc(NC(=S)NC3CCCC3)ccc2nc2n1CCCCC2	2	-4	1	0	-11	6	6	-3	-4
10	COCCn1c(=NC(=O)c2ccc(S(=O)(=O)N3CCCc4ccccc43)cc2)sc2cc(S(C)(=O)=O)ccc21	5	-7	-14	2	42*	8	0	-6	-31
11	O=c1c2c(-c3ccccc3)csc2ncn1/N=C/c1cccc([N+](=O)[O-])c1O	0	/	/	4	/	11	0	4	6
12	O=C(/N=C1\NC(=O)C(F)(C(F)(F)F)S1)NC1CCCCC1 (stereo not drawn)	44*	3	5	/	/	12	/	42[fluorescence artefact?]	4
13	O=C1CS/C(=C\S(=O)(=O)c2ccc(Cl)cc2)N1	4[fluorescence artefact?]	6	-8	7	6	14	3	0	5
14	CCCCNC(=O)N1CCN(c2ncccn2)CC1	6	-3	-9	4	-15	3	-2	-12	-3
15	COc1ccc(/C=C2/N=C(SCC(=O)Nc3cc(C)on3)N(c3ccccc3)C2=O)cc1	-9	-9	13	0	12	0	-1	2	-3
16	c1nnc(-c2ccc3c(c2)OCO3)o1	-3	0	2	-1	-1	9	5	0	-3
17	COc1cc(NC(=O)CN(c2ccc(C)cc2)S(=O)(=O)c2c(C)nn(C)c2C)cc(OC)c1	1	-7	2	-9	11	5	-1	-3	2
18	CCCCSc1nnc([C@H](C)NC(=O)OC(C)(C)C)o1	-7	-18	/	1	-12	3	0	13	-8
19	Cc1cccc(C)c1-n1nnnc1C1(Nc2ccccc2)CCCCC1	0	-18	/	-9	-25	-1	-1	-3	-13
20	Cc1c(NC(=O)C(C)OC(=O)c2ccc(Cl)nc2)c(=O)n(-c2ccccc2)n1C (stereo not drawn)	2	-13	14	4	0	7	0	1	-4
21	Cc1cc(-c2nc3cccnc3s2)ccc1NS(=O)(=O)c1ccc2c(c1)OCCO2	0	i	1	4	-2	-16	4	1	-13
22	O=S(=O)(c1cccc(Cl)c1Cl)N1CCCCC1	4	0	2	-3	-1	12	2	1	3
23	O=C1c2ccccc2C(Nc2ccc(S(=O)(=O)N3CCOCC3)cc2)N1c1cccnc1 (stereo not drawn)	1	13	-4	8	-7	4	-1	-1	-1
24	CSCCC1NC(=O)N(CC(=O)Nc2cccc3ccccc23)C1=O (stereo not drawn)	4	8	-2	2	-13	6	2	1	-1
25	CCOC(=O)/C(=N\Nc1ccccc1[N+](=O)[O-])c1csc(Nc2ccccc2)n1	4	4	6	-4	9	12	3	-12	2
26	O=C1NC(N2CCOCC2)=N/C1=C/c1ccc2c(c1)OCO2	0	-13	28	-2	-9	3	2	-5	-4
27	O=C(O)CCC(=O)Nc1nc2ccc([N+](=O)[O-])cc2s1	-1	-2	2	-2	-11	6	2	6	-2
28	CCCCN(C)CCNC(=O)CSCc1ccc(C)cc1	0	2	-2	-1	-13	5	2	8	-4
29	S=c1[nH]nc(-c2ccc3c(c2)OCO3)n1-c1ccccc1	2	-8	-4	1	-14	4	3	1	-6
30	COc1ccccc1C(=O)Nn1c(-c2cccs2)nc2ccccc2c1=O	2	-27	4	1	-8	8	-1	-9	7
31	Cc1ccc2cc(C)c(NCCO)nc2c1	-18	15	2	-1	-18	15	-2	3	2
32	Cc1ccnc(NS(=O)(=O)c2cccc3nsnc23)c1	-2	-17	5	9	-20	4	-2	66	-4
33	O=C(Nc1ncc(Cc2ccc(SC(F)F)cc2)s1)c1ccccc1	1	1	/	2	5	2	3	0	-4
34	Cc1cccc(OCC(=O)N2CCCc3ccccc32)c1	3	1	7	-1	4	6	-1	-2	-1
35	Cc1cc(C(=O)Nc2ccccc2C(=O)O)ccc1NC(=O)COc1cccc([N+](=O)[O-])c1	3	3	-1	7	-1	7	-4	-9	-1
36	CCOC(=O)n1c(SCC(N)=O)nc2ccccc21	8	-12	2	5	-13	15	-3	1	0
37	Cc1cc(Cl)ccc1NC(=O)C1CCCN1C(=O)c1cccs1 (stereo not drawn)	1	-3	1	1	-7	12	4	5	19
38	O=C1CCC/C(=N\NC(=O)c2ccc(NS(=O)(=O)c3ccc(Br)cc3)cc2)C1	-3	-13	-1	8	-2	8	2	1[fluorescence artefact?]	4
39	COc1ccc(C(=O)Oc2cc(/C=N/NC(N)=S)ccc2OC)cc1	15[fluorescence artefact?]	-5	7	2	9	-2	-2	-15[fluorescence artefact?]	2
40	O=c1c2cc(NC(=S)N3CCCCCC3)ccc2nc2n1CCCCC2	1	3	6	2	1	9	0	-3	-1
41	COc1ccc(OC)c(NC(=O)c2sc3nc(Cc4ccccc4)cc(C(F)(F)F)c3c2N)c1	-19[fluorescence artefact?]	-13	8	3	-3	1	3	-6[fluorescence artefact?]	-3
42	COc1ccccc1NC(=S)N1CCN(c2ccccn2)CC1	-4	-10	/	5	2	11	2	-9	4
43	CCN1CCN(C(=O)c2nn(-c3ccc(C)cc3)c(=O)c3c2c2ccccc2n3C)CC1	-8	-11	-2	5	-2	16	0	6	0
44	O=c1c2ccc(Cl)cc2[nH]c(=S)n1CCC1=CCCCC1	4[fluorescence artefact?]	-28	/	-1	/	8	1	-2	9
45	CSc1ccc(/C=C(\C#N)C(=O)NC2CCCCC2)cc1	-4	-22	-6	4	-11	10	0	-14[fluorescence artefact?]	4
46	CN=C(C)/C(C(=O)OC)=C(/O)c1ccccc1F	3	6	-3	2	-10	5	-2	4	-1
47	CN(C)c1ccc(C(=O)Nc2nnc(C3=COCCO3)o2)cc1	-3	-18	3	0	-2	-5	-1	-16	-4
48	N#C/C(=C\c1ccc(-c2ccc(S(=O)(=O)N3CCOCC3)cc2)o1)C(=O)NC1CC1	-2[fluorescence artefact?]	-2	/	0	-3	7	-3	-13	2
49	CC(=O)NCCN1C(=O)S/C(=C\c2cccs2)C1=O	-1	2	18	1	2	9	4	-2	4
50	CCN(CC)C(=O)CN(c1cc(Cl)ccc1OC)S(C)(=O)=O	4	14	8	3	-17	10	2	3	3
51	N/C(=N\OC(=O)c1ccc(Cl)cc1Cl)c1ccccn1	-2	53*	-3	-37	-93	29	-5	4	31
52	COC(=O)c1cc2ccsc2n1Cc1nc(-c2ccc(OC)cc2)oc1C	-6	-22	-9	-6	-8	5	-2	-6	3
53	COc1ccccc1NC(=O)NCc1nc(-c2ccc(C(F)(F)F)cc2)no1	-2	3	33	-4	-7	15	1	-2	2

# 13 structures already listed, sorted by molar mass, lowest first:
item	SMILES	eIF4E-4G inh	KLK5 inh	Rad51 HR inh	p97 inhibitor	Mdm2 ligase inh	FXIIa inh	Wee1 stabilizer	14-3-3 Bad inh	FXIa inh
49	CC(=O)NCCN1C(=O)S/C(=C\c2cccs2)C1=O	-1	2	18	1	2	9	4	-2	4
45	CSc1ccc(/C=C(\C#N)C(=O)NC2CCCCC2)cc1	-4	-22	-6	4	-11	10	0	-14[fluorescence artefact?]	4
51	N/C(=N\OC(=O)c1ccc(Cl)cc1Cl)c1ccccn1	-2	53*	-3	-37	-93	29	-5	4	31
44	O=c1c2ccc(Cl)cc2[nH]c(=S)n1CCC1=CCCCC1	4[fluorescence artefact?]	-28	/	-1	/	8	1	-2	9
42	COc1ccccc1NC(=S)N1CCN(c2ccccn2)CC1	-4	-10	/	5	2	11	2	-9	4
50	CCN(CC)C(=O)CN(c1cc(Cl)ccc1OC)S(C)(=O)=O	4	14	8	3	-17	10	2	3	3
40	O=c1c2cc(NC(=S)N3CCCCCC3)ccc2nc2n1CCCCC2	1	3	6	2	1	9	0	-3	-1
52	COC(=O)c1cc2ccsc2n1Cc1nc(-c2ccc(OC)cc2)oc1C	-6	-22	-9	-6	-8	5	-2	-6	3
53	COc1ccccc1NC(=O)NCc1nc(-c2ccc(C(F)(F)F)cc2)no1	-2	3	33	-4	-7	15	1	-2	2
48	N#C/C(=C\c1ccc(-c2ccc(S(=O)(=O)N3CCOCC3)cc2)o1)C(=O)NC1CC1	-2[fluorescence artefact?]	-2	/	0	-3	7	-3	-13	2
43	CCN1CCN(C(=O)c2nn(-c3ccc(C)cc3)c(=O)c3c2c2ccccc2n3C)CC1	-8	-11	-2	5	-2	16	0	6	0
38	O=C1CCC/C(=N\NC(=O)c2ccc(NS(=O)(=O)c3ccc(Br)cc3)cc2)C1	-3	-13	-1	8	-2	8	2	1[fluorescence artefact?]	4
41	COc1ccc(OC)c(NC(=O)c2sc3nc(Cc4ccccc4)cc(C(F)(F)F)c3c2N)c1	-19[fluorescence artefact?]	-13	8	3	-3	1	3	-6[fluorescence artefact?]	-3
